# Screening results from PubChem.
# D1 antag: Antagonist of Human D 1 Dopamine Receptor: qHTS | HEK293 TREx D1 cells, calcium flux, dopamine EC80; hits give low values | activity change, negative = inhibition, % at 10 µM | hit rate 3.2% among 360,000 | D(1A) dopamine receptor (Homo sapiens), P21728; in the data active means activity change below about -30%; further: on the % scale 0 is the no-effect control and ±100 the full control effect
# Target sequence (P21728 whole entry, looked up): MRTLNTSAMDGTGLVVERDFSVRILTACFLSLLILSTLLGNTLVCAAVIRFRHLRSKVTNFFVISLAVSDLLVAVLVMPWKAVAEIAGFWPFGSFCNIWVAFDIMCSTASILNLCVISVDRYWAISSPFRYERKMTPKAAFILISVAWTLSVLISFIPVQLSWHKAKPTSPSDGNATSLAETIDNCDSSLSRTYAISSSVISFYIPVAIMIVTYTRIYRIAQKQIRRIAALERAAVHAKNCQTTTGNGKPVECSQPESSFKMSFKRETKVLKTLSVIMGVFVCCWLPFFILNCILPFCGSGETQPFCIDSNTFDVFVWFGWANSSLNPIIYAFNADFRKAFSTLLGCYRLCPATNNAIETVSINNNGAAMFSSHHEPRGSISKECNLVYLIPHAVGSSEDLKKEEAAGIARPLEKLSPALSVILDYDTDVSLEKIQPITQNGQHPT
#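 Antagonism measured as reduced calcium response to an EC80 dopamine addition following 180 s compound pre-read; cells were inducible HEK293 Trex D1 plated overnight at 30 C, read kinetically at 1 cycle/sec.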
# RXFP1 agonist: qHTS Assay for Agonists of the Relaxin Receptor RXFP1 | AID 2676, 2010 | Relaxin receptor 1 (Homo sapiens), Q9HBX9 | hit rate 0.3% among 370,000 | Potency, µM (highest dose often 57.5 µM), without a hit: at the top dose activation, actives largely listed as activators | HEK293T-RXFP1 cAMP TR-FRET, 30 min; response scale: percent of porcine relaxin response, buffer zero; further: potency means the concentration at half of the fitted maximal effect; on the % scale 0 is the no-effect control and ±100 the full control effect; nearly all actives have a fitted effect of over 60% in size; many of its hits are not listed in these tables
#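 HEK293 cells stably expressing RXFP1, treated 30 min at 37C with compounds plus PDE4 inhibitor Ro 20174; cAMP measured by HTRF TR-FRET. Normalized to buffer and 29 nM porcine relaxin; EC50 by Hill fit.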
# Vif-A3F inh: qHTS for Inhibitors of Vif-A3F Interactions: qHTS; HeLa A3F-eYFP + Vif (tagged APOBEC3F with the HIV-1 protein that degrades it), YFP fluorescence increase; Potency, µM (top dose mostly 46.1 µM), for the others: at the top dose activity, negative = active; hit rate 0.2% among 390,000; AID 602313, 2012; further: potency means the concentration at half of the fitted maximal effect; % of control where 0% means no effect; nearly all actives have a fitted effect of over 65% in size
#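 HeLa cells stably expressing Vif plus C-terminally eYFP-tagged A3F were seeded, incubated overnight at 37 deg C, dosed with compound, incubated overnight again at 37 deg C. Yellow fluorescence (Ex 488/Em 500-530) reported blocked Vif-mediated A3F-eYFP degradation.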
# RXFP1 antagonist: qHTS Assay for Antagonists of the Relaxin Receptor RXFP1; Relaxin receptor 1 (Homo sapiens), Q9HBX9; HEK293-RXFP1, relaxin-stimulated cAMP HTRF, 30 min; hits give low values; activity change, negative = inhibition, % at 57.5 µM; hit rate 0.59% among 350,000;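 active means activity change of -60% or lower, but not beyond a set lower limit; inconclusive means change between -60% and -40%, or beyond the set limit; inactive means change above -40%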; further: on the % scale 0 is the no-effect control and ±100 the full control effect
# GRP78 ERSR act: qHTS for Inducers of the Endoplasmic Reticulum Stress Response (ERSR) in Human Glioma: qHTS; U87-MG GRP78 promoter luciferase reporter, 16 h; Potency, µM, inactives show at the top dose activation, hits mostly activators; hit rate 0.02% among 420,000; further: potency means the concentration at half of the fitted maximal effect; series mostly up to about 76 µM; % of control where 0% means no effect; nearly all actives have a fitted effect of over 35% in size
#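 Stably transfected U87-MG glioma cells carrying a GRP78-based luciferase sensor; 16 h compound incubation. Luminescence end-point read 10 min after Bright-Glo addition at room temperature.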
# D2 PAM: HTS Assay for Positive Allosteric Modulators of the Human D2 Dopamine Receptor: Primary Screen for Potentiators. potentiation, % at 10 µM. HEK293 T-REx D2, calcium flux, EC20 dopamine potentiation. AID 485347, 2010. hit rate 0.34% among 340,000. D(2) dopamine receptor (Homo sapiens), P14416;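 active means potentiation over 3 SD above the plate norm, cut at about 30% in these data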; further: 0% is about no effect
#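 Using a no-wash calcium dye in inducible, force-coupled HEK293 Trex cells expressing D2, we tracked fluorescence each second for 180 s after compound, then for 180 s after EC20 dopamine to detect augmented signalling.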
# D1 ag: Allosteric Agonists of the Human D1 Dopamine Receptor: qHTS. D(1A) dopamine receptor (Homo sapiens), P21728. HEK293 T-REx D1 cells, calcium flux, agonist mode. activation, % at 2 µM. hit rate 1% among 360,000. AID 504660, 2011; in the data active means activation above about 30%; further: 0% is about no effect
#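 Tetracycline-induced HEK293 TREx D1 cells, force-coupled to calcium signalling, were dye-loaded with a no-wash calcium kit. Compound was pin-added after a 10 s baseline. Fluorescence was read kinetically at 1 cycle/s for 180 s, with calcium rises flagged as agonism.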
# Vif-APOBEC3G blk: qHTS for Inhibitors of Vif-A3G Interactions: qHTS; HeLa A3G-eYFP + Vif (tagged APOBEC3G with the HIV-1 protein that degrades it), YFP fluorescence, overnight; Potency, µM (series often up to 46.1 µM), without a hit: at the top dose activity, negative = active, actives largely listed as inhibitors; hit rate 0.076% among 410,000; AID 602310, 2012; DNA dC->dU-editing enzyme APOBEC-3G (Homo sapiens), Q9HC16;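 further: potency means the concentration at half of the fitted maximal effect; on the % scale 0 is the no-effect control and ±100 the full control effect; nearly all actives have a fitted effect of over 60% in size; hits raise eYFP signal because A3G escapes Vif-driven loss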
# Target sequence (Q9HC16 whole entry, looked up): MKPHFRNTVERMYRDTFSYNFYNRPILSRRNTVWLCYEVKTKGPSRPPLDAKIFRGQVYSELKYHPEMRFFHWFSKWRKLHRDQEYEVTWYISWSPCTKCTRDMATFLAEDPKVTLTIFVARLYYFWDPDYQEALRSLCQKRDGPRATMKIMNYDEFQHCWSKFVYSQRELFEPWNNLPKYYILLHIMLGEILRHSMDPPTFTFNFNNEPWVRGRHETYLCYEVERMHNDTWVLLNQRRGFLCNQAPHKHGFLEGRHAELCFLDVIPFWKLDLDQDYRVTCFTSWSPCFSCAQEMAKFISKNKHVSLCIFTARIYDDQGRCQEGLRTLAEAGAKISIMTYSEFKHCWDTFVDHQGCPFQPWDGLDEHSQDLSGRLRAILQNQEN
#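 Read-out is eYFP fluorescence (Ex 488/Em 500-530) from Vif-expressing HeLa A3G-eYFP cells; more signal means A3G escaped Vif-mediated degradation. Cells plated overnight, compound pinned in, incubated overnight at 37 deg C.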
# D1 PAM: Potentiators of Human D1 Dopamine Receptor: qHTS; D(1A) dopamine receptor (Homo sapiens), P21728; HEK293 TREx D1 cells, calcium flux, dopamine EC20 potentiation; potentiation, % at 10 µM; hit rate 0.036% among 360,000; AID 504651, 2011; in the data active means potentiation above about 30%; further: 0% is about no effect
# Numbers without * were called inactive; ? = inconclusive; . = not tested or not shown; & = joins results of further samples. Unless noted, the call rests on the fitted dose curve; in most records, active means well fitted curve in the direction sought with a large enough effect; inconclusive means small, poorly fitted or top-dose-only effect, or another doubt; inactive means no such curve, though single readings can be large; an effect the other way counts as inactive or inconclusive. Not all compounds are listed. The share of hits here may be higher or lower than overall.
SMILES,D1 antag,RXFP1 agonist,Vif-A3F inh,RXFP1 antagonist,GRP78 ERSR act,D2 PAM,D1 ag,Vif-APOBEC3G blk,D1 PAM
COc1ccc(NC(=O)COc2ccc(/C=C/c3cccc[n+]3C)cc2OC)cc1,12,-0.1%,-13%,7,0%,12,6,3%,-7
O=C(O)CNC(=O)CC1S/C(=N/N=C/c2ccccc2O)NC1=O (stereo not given),16,3.2%,1%,6,-5%,2,2,1%,-3
Cn1cnc([N+](=O)[O-])c1SCC(=O)NN,-6,1.6%,-12%,12,-5%,8,5,-5%,2
CCCn1c(SCC(=O)c2ccc(CC)cc2)n[nH]c1=O,11,0.8%,.,15,0%,-5,2,-8%,-2
Cc1ccc(S(=O)(=O)Cc2nnnn2-c2ccccc2)cc1,-14,-0.1%,0%,1,-2%,-2,1,-3%,3
COc1ccc(C(CNC(=O)c2cc3ccccc3cc2OC)N2CCCC2)cc1 (stereo not given),3,-1.3%,0%,-14,-4%,-19,0,-3%,-3
COc1ccc2cc(S(=O)(=O)N3CCN(C)CC3)ccc2c1,-3,1.1%,-5%,-1,-1%,5,-2,3%,-2
CCC(C)[C@H](NC(=O)N1CC(=O)Nc2ccccc21)C(=O)Nc1nccs1 (stereo not given in full),44,1.8%,10%,1,-1%,-5,3,7%,-4
COC(=O)CSc1nc(C)c2c(n1)CCCC2,-7,1.2%,-5%,8,0%,-3,1,2%,10
O=C(Nc1ccc(F)cc1)c1cc(Cl)sc1Cl,6,-0.5%,-20%,-2,-2%,-1,1,-1%,-9
CCc1ccc(S(=O)(=O)c2nnn3c2nc(NCCNC(C)=O)c2cc(Cl)ccc23)cc1,31,?,-11%,-15,-1%,1,1,1%,-4
CC(C)(C)C(=O)N1CCn2c1nc1ccccc12,4,0.9%,8%,-3,-5%,7,2,4%,2
CC(C#N)On1c(SC(C)C#N)nc2ccccc2c1=O (stereo not given),2,0.6%,5%,0,-4%,-4,0,-2%,3
CCOc1ccc2nc(N3CCCC(C(=O)Nc4cc(C)ccc4C)C3)sc2c1 (stereo not given),20,-0.3%,8%,-6,-5%,0,-1,1%,-4
O=C(NC1CCCc2ccccc21)C1CCN(S(=O)(=O)c2cccc3nsnc23)CC1 (stereo not given),4,1.3%,0%,1,-3%,-2,0,1%,-12

# Record cards, from the list above:
# Entry for COc1ccc2cc(S(=O)(=O)N3CCN(C)CC3)ccc2c1 : D1 antag = -3; RXFP1 agonist = 1.1%; Vif-A3F inh = -5%; RXFP1 antagonist = -1; GRP78 ERSR act = -1%; D2 PAM = 5; D1 ag = -2; Vif-APOBEC3G blk = 3%; D1 PAM = -2
# Entry for CCc1ccc(S(=O)(=O)c2nnn3c2nc(NCCNC(C)=O)c2cc(Cl)ccc23)cc1 : D1 antag = 31; RXFP1 agonist = ?; Vif-A3F inh = -11%; RXFP1 antagonist = -15; GRP78 ERSR act = -1%; D2 PAM = 1; D1 ag = 1; Vif-APOBEC3G blk = 1%; D1 PAM = -4

# (cont.)
SMILES,D1 antag,RXFP1 agonist,Vif-A3F inh,RXFP1 antagonist,GRP78 ERSR act,D2 PAM,D1 ag,Vif-APOBEC3G blk,D1 PAM
Cc1cccc(NC2=NC(C)(C)N=C(N)N2)c1C,3,0.1%,-1%,0,-5%,11,2,1%,-2
Cc1ccc(S(=O)(=O)NCC(=O)OCC(=O)Nc2ncc(Cl)cc2Cl)cc1,-1,0.3%,3%,4,-1%,15,0,1%,-4
Cc1n[nH]c(=O)c2c(NC(=O)CSc3nn(-c4ccccc4)c(=S)s3)oc(C)c12,4,-0.8%,-21%,-23,0%,9,1,0%,-2
CCOC(=O)C1CCN(C(=O)CC2C(=O)N(Cc3ccccc3)C(C)c3nc4ccccc4n32)CC1 (stereo not given),-16,0.0%,-4%,-6,-4%,-6,3,-2%,12
CC(C)(C)n1cnc2cc(NCc3cccs3)ccc21,13,0.5%,0%,-6,2%,4,5,1%,-2
CCn1c(N2CCN(C(=S)NCCc3ccccc3)CC2)nc2ccccc21,-36*,1.5%,-5%,7,-3%,-12,1,1%,-9
CCOC(=O)/C(C#N)=C\c1cc(OC)c(OC)cc1[N+](=O)[O-],12,-2.1%,-17%,-21,-4%,1,0,-1%,3
Cc1ccc(-c2nnc(-c3cc(C)on3)o2)cc1,5,0.8%,-1%,5,-5%,1,4,0%,-9
C/C(=N\OC(=O)c1ccc(C)cc1)c1sc(C)nc1C,-3,-0.4%,3%,-5,6%,2,1,0%,0
CNC(=O)N(c1ccccc1)c1ccccc1,-6,1.0%,.,-24,-3%,.,3,2%,3
CCn1c(=O)[nH]c2cc(Cl)c(Cl)cc21,-12,2.0%,1%,.,-6%&-3%&-3%,8,-2,-15%,-4
CCCCCN(C(=O)CCC(=O)OC(C)C(=O)c1ccc(CC)cc1)c1c(N)n(CCCC)c(=O)[nH]c1=O (stereo not given),.,.,1%,-3,6%,.,.,0%,.
CC1CN(C(=O)N2CCC(C(=O)NC3CCCCCC3)CC2)c2ccccc2O1 (stereo not given),-1,-0.2%,-1%,-7,-2%,3,0,-1%,0
NC(=O)C1(N2CCCCC2)CCN(C(=S)Nc2ccccc2)CC1,-25,0.1%,-7%,-2,-2%,-3,1,-4%,-7
Cc1ccc(S(=O)(=O)N2CCOCC2)cc1NCC(=O)Nc1ccc(OC(F)(F)F)cc1,.,.,-18%,1,-4%,.,.,1%,.
Cc1ccc(C(=O)CCC(=O)OCC(=O)NNC(=O)c2ccccc2Cl)cc1,-8,0.1%,1%,-5,-2%,5,1,-6%,-4
COc1ccc(CCn2c(=O)c3cccnc3n(CC(=O)Nc3c(C)cc(C)cc3C)c2=O)cc1OC,7,23%,1%,.,-2%,2,0,5%,-3
Cc1ccc(SCCNC(=O)c2ccc(CN3CCOCC3)cc2)cc1,.,1.6%,12%,-19,-3%,1,2,7%,-2
Cc1ccc(Cn2c(NCCCn3ccnc3)nc3c2c(=O)n(C)c(=O)n3C)cc1,-1,5.6%,0%,-3,-3%,-3,0,4%,-2
CCc1cccc2c(/C=N/NC(=O)c3cccc(S(=O)(=O)Nc4ccccc4Cl)c3)c[nH]c12,10,1.8%,0%,-22,-2%,3,3,0%,1
CCSC1=C(C#N)C(=O)n2c1cc1c2CCCC1,-9,-0.1%,4%,4,-1%,17,3,-14%,-6
ClC(/C=N/n1cnnc1)=C/c1ccccc1,-7,0.9%,12%,9,-7%,-8,8,-24%,-1
NNC(=O)c1oc2nc(-c3ccccc3)cc(-c3ccccc3)c2c1N,4,-1.2%,?,-15,0%,7,0,-7%,3
CC(C)=C1C2CCC1C1C(=O)N(c3nc(-c4ccccc4)c(C)s3)C(=O)C21 (stereo not given),11,-1.1%,1%,-9,-1%,17,4,1%,-6
O=C(CCC(=O)OCC(=O)c1ccc(-c2ccccc2)cc1)Nc1cccc2cccnc12,-7,3.4%,3%,-1,-1%,-9,8,-1%,-4
COc1ccc(N2CCN(C(=O)COc3cccc4ccccc34)CC2)cc1,-1,-0.9%,-4%,-13,-2%,1,0,0%,4
Cc1cc(C)n(Cc2ccc(Cl)cc2Cl)c(=O)c1S(=O)(=O)c1ccccc1,-8,3.5%,5%,-7,3%,1,7,-9%,-4
CC(NS(=O)(=O)c1ccccc1)C(N)=O (stereo not given),0,0.6%,1%,-1,-3%,1,7,-1%,-5
O=C1Nc2c(ccc(Cl)c2Cl)C(=O)C1(F)c1ccccc1 (stereo not given),2,3.1%,?,-8,-1%,-10,4,-12%,-1
O=C(CN1CC(c2ccccc2)CC1=O)N/N=C/c1cc(Br)ccc1O (stereo not given),4,5.6%,2%,11,-2%,-8,1,-12%,-3
CCCc1c(C(=O)N/N=C/c2c[nH]c3ccccc23)nnn1-c1nonc1N,.,.,-24%,-9,-2%,.,.,-13%,.
CCN(CC(=O)Nc1c(F)cccc1F)C(=O)CNC(=O)COc1ccccc1,5,-1.2%,-8%,.,-6%,13,1,-1%,-5
Cc1cccc(NC(=O)Cn2cnc3c(cnn3-c3ccc(F)cc3)c2=O)c1C,5,-0.1%,-11%,.,-3%,8,3,3%,3
O=C(CN1CCN(S(=O)(=O)c2ccc(Cl)cc2)CC1)NC(=O)NC1CCCCC1,0,-1.4%,2%,-1,-2%,-2,2,3%,-3
CN(Cc1ccccc1)C(=O)c1ccc(Cl)c([N+](=O)[O-])c1,-5,4.1%,0%,-7,-5%,-12,1,-4%,-1
O=C(COC(=O)C1CC2CCCC(C1)C2=O)Nc1ccc(F)c(Cl)c1 (stereo not given),.,.,9%,5,-5%,.,.,0%,.
Cc1cc(NC(=O)COc2coc(CN3CCN(c4ccc(F)cc4)CC3)cc2=O)no1,-5,0.3%,-4%,-12,6%,2,1,-6%,-8
NC(=O)c1nsc(C(=O)N(Cc2ccc(F)cc2)C(C(=O)NCC2CCCO2)c2ccc(F)cc2)c1N (stereo not given),-7,4.1%,-10%,-6,-2%,21,-1,-1%,-5
N#Cc1nc(COc2ccc(-c3ccccc3)cc2)oc1NCc1cccnc1,-13,4.1%,3%,9,-8%,20,2,0%,-11
CC(NC(=O)CCN1C(=O)c2ccccc2S1(=O)=O)c1ccccc1 (stereo not given),-9,-0.7%,3%,-22,-6%,8,0,1%,1
O=C(C1CCCN(S(=O)(=O)Cc2ccccc2)C1)N1CCCCC1 (stereo not given),2,0.0%,-10%,-6,0%,5,7,2%,-5
C1=Nc2c(NCc3ccccc3)ncnc2Oc2ccccc21,12,4.2%,-2%,-4,3%,-13,5,-12%,-4
CCCc1c(C(=O)N/N=C(\C)CCc2ccc(OC)cc2)nnn1-c1nonc1N,6,3.3%,10%,-3,-3%,6,1,-3%,-2
Cc1nnc(SCC(=O)N2CC(=O)Nc3ccccc32)s1,14,-0.1%,10%,-5,-5%,-9,0,0%,-4
